Screening data from PubChem.
Pin1 inhibitor = inhibitors of human Pin1. actives 0.009% (n = 390,000). Potency, µM (highest dose often 115 µM), for inactives: at the highest dose activity, negative = inhibition, hits mostly inhibitors. Pin1 FP peptide displacement, HiFluor488, 10 min. Q13526. AID 504891; active = well fitted inhibition curve with a large enough effect in the polarisation, with a control signal flat, not every such curve was filed as active; inconclusive = small, poorly fitted or top-dose-only effect, or effect the other way, or a change in a side signal; inactive = no such curve, though single readings can be large or run the other way; the % refers to the polarisation; also: potency is read from the fitted curve at half-maximal effect; % is scaled to controls: 0 for no effect and ±100 for the full control effect
Pol eta inh = DNA polymerase eta (human) inhibition; Q9Y253; recombinant Pol eta, fluorescent DNA replication assay; Potency, µM (titrated, usually from 114 µM), for inactives: at the top dose activity change, negative = inhibition, hits mostly inhibitors; actives 1.2% (n = 390,000); also: potency is read from the fitted curve at half-maximal effect; % is scaled to controls: 0 for no effect and ±100 for the full control effect
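Pol eta (10 nM) was preincubated with compounds for 15 min at room temperature, after which fluorescent replication substrate (50 nM final) was added to start the reaction. Fluorescence was read kinetically at 0 and 10 min.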
PI4K2A block = inhibitors of human PI4K2A. Q9BTU6. purified PI4K2A, ADP-Glo luminescence, 1 h; hits give low values. activity change, negative = inhibition, % at 76.9 µM. actives 0.13% (n = 420,000); in the data active = activity change below about -50%; inconclusive = mostly about -30% to -49%;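 also: -100% = wells without enzyme as full effect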
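Compounds are screened against recombinant PI4K2A using PI as substrate and ATP, the latter dispensed at 300 microM. Reactions run one hour at ambient temperature before ADP-Glo detection; full inhibition defined by wells lacking enzyme.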
GLS inhibitor = glutaminase GLS (human) inhibition; O94925; GLS enzymatic activity, qHTS titration; Potency, µM (doses to about 45.5 µM), for inactives: top-dose activity change, negative = inhibition, most hits filed as inhibitors; actives 0.21% (n = 410,000); AID 624170; also: potency is read from the fitted curve at half-maximal effect; % is scaled to controls: 0 for no effect and ±100 for the full control effect
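Compounds were pin-transferred onto hKGA, after which L-glutamine (1 mM solution) and a detection mix of glutamate oxidase, HRP and Amplex Red were added. Initial and 30 min RT fluorescence reads were collected.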
HP1b binding inh = HP1-beta chromodomain-methylated histone interaction inhibition. Potency, µM (titrated, usually from 114 µM), inactives show at the top dose activity change, negative = inhibition, usual class: inhibitors. AID 540317. P83916. actives 0.56% (n = 390,000). AlphaScreen HP1-beta / biotin-H3K9me3 peptide binding; also: potency is read from the fitted curve at half-maximal effect; nearly all actives have a fitted effect of over 70% in size; inactives centre near 23
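HP1-beta protein (50 nM final) preincubated 30 min at room temperature with biotinylated H3(1-18)K9me3 peptide (50 nM) in PBS pH 7.4, 0.01% Tween-20, then compound added for 30 min. AlphaScreen streptavidin donor/nickel chelate acceptor beads (10 ug/mL final), 30 min dark, luminescence read.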
G9a block = G9a (human) methyltransferase inhibition | G9a H3K9 monomethylation, AlphaScreen, 2 h | Potency, µM (titrated, usually from 102 µM), without a hit: at the highest dose activity, negative = inhibition, hits mostly inhibitors | actives 8.8% (n = 350,000); also: potency is read from the fitted curve at half-maximal effect; % is scaled to controls: 0 for no effect and ±100 for the full control effect; nearly all actives have a fitted effect of over 75% in size
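Enzyme 20 nM + cpd, 15 min RT; add b-H3K9 pep 500 nM / SAM 20 uM; 2 h RT; anti-H3K9me1 Ab 0.5 ug/mL + SA donor / anti-rabbit acceptor beads 20 ug/mL each, 10 min; AlphaScreen read.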
BAZ2B block = inhibitors of human BAZ2B bromodomain; Q9UIF8; AlphaScreen BAZ2B-H3K14Ac peptide displacement; Potency, µM (highest dose often 114 µM), for the others: top-dose activity change, negative = inhibition, actives largely listed as inhibitors; actives 4.4% (n = 360,000); AID 504333; also: potency is read from the fitted curve at half-maximal effect; % is scaled to controls: 0 for no effect and ±100 for the full control effect; nearly all actives have a fitted effect of over 60% in size
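Multi-concentration screen (max 110 uM) measuring displacement of acetylated histone H3 peptide from BAZ2B by AlphaScreen, using 50 nM protein, 50 nM peptide and 10 ug/mL streptavidin donor plus Ni-chelate acceptor beads.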
PGK inhibitor = T. brucei PGK inhibition; AID 602233; PGK/GAPDH coupled, Kinase-Glo luminescence, 60 min; P07378; Potency, µM (titrated, usually from 57.5 µM), inactives show top-dose activity change, negative = inhibition, most hits filed as inhibitors; actives 0.043% (n = 380,000); also: potency is read from the fitted curve at half-maximal effect; % is scaled to controls: 0 for no effect and ±100 for the full control effect; nearly all actives have a fitted effect of over 60% in size
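Luminescent ATP detection (Kinase-Glo Plus) follows a 60-minute room-temperature incubation, with wells lacking PGK as controls. Buffer: 100 mM TEA (pH 7.6), 5 mM MgCl2, 0.01% Tween-20. Coupling enzyme GAPDH (100 nM final) supplies unstable 1,3-BPG in-well.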
JMJD2A Tudor = JMJD2A Tudor domain (human) inhibition; O75164; AlphaScreen JMJD2A-Tudor / H3K4me3 peptide binding; Potency, µM (highest dose often 114 µM), for inactives: at the highest dose activity change, negative = inhibition, actives largely listed as inhibitors; actives 4.4% (n = 390,000); AID 504339; also: potency is read from the fitted curve at half-maximal effect; % is scaled to controls: 0 for no effect and ±100 for the full control effect; nearly all actives have a fitted effect of over 50% in size
An asterisk follows results filed as active; i = inactive; ? = inconclusive; / = not tested or not shown; & = joins results of further samples; ! = not confirmed by another sample; [ ] = dose if it differs, or a comment. Unless noted, calls follow the shape of the dose curve; as a rule, active = well fitted curve in the direction sought with a large enough effect; inconclusive = small, poorly fitted or top-dose-only effect, or another doubt; inactive = no such curve, though single readings can be large; an effect the other way counts as inactive or inconclusive.

SMILES	Pin1 inhibitor	Pol eta inh	PI4K2A block	GLS inhibitor	HP1b binding inh	G9a block	BAZ2B block	PGK inhibitor	JMJD2A Tudor
CC(C)CNC(=S)Nc1ccc(Oc2ccccc2)cc1	4%	-24%	-1	-1%	-14%	?	-16%	-4%	-22%
COc1ccc(-n2c(CNC(=O)c3cccs3)n[nH]c2=S)cc1	3%	-3%	1	-9%	5%	20µM*	-4%	i	22µM*
COc1cc(S(=O)(=O)n2nc(C)cc2C)c(OC)cc1Cl	-14%	-3%	-3	8%	16%	14%[59 µM]	-5%	-2%	-20%
O=S(=O)(NCCCc1ccccc1)c1ccc(Cl)cc1	-4%	-25%	-1	-2%	119%[activator]	70%[activator]	45%[activator]	-2%	46%[activator]
Cc1oc2ncn(C)c(=O)c2c1C(=O)NC(C)c1ccccc1 (stereo not drawn)	-1%	-5%	-5	11µM*	51%[activator]	-5%[59 µM]	11%[57.1 µM]	i	-17%
COC(=O)c1ccc(CSc2nnnn2-c2ccc(C)cc2C)o1	1%	-7%	1	15%	39%[activator]	-2%[59 µM]	13%	0%	-2%
CN1CCN(S(=O)(=O)c2cc(C(F)(F)F)ccc2Cl)CC1	5%	-14%	-14	5%	32%	-14%	-2%	i	-20%
Cc1ccc(S(=O)(=O)NC2c3cccc4cccc(c34)C2Sc2ncccn2)cc1 (stereo not drawn)	13%	-5%	-4	-1%	40%[activator]	-3%[59 µM]	-2%	-2%	-27%[57.1 µM]
Oc1ccc(/C=C/c2cnccn2)cc1	-2%	-14%	-12	12%	7%	8%[2.33 µM]	5%	-14%	-10%
CCOc1ccccc1N1CCN(C(=O)NC2CCCCC2)CC1	-2%	0%	-2	30%	16%	14%	-25%	-2%	-7%
CN(C)c1ncc(C2=C(Cl)C(=O)C(N3CCCC3)=C(Cl)C2=O)s1	?	20µM*	?	12%	-84%	/	/	-26%	11µM*
O=C(O)c1cccc(Nc2c([N+](=O)[O-])c(=O)oc3ccccc23)c1	-1%	-8%	-2	5%	61%[activator]	-10%	-14%	i	-5%
NC(N)=N/N=C/c1ccc(OCc2ccccc2Cl)cc1	?	-14%	-3	3%	-15%	23%[59 µM]	-10%	-4%	?
COc1ccc(CNC(=O)CN(Cc2ccc(Cl)cc2)S(=O)(=O)c2ccccc2)cc1	15%	-18%	-6	2%	20%	-1%[59 µM]	-2%	-3%	-15%
CCOC(=O)N1CCC(NC(=O)CCN2C(=O)COc3ccccc32)CC1	-11%	-8%	-2	-7%	25%	20%[12.7 µM]	1%	/	2%
CCS(=O)(=O)N1CCC(C(=O)NCCc2ccc(C)cc2)CC1	-3%	-9%	-1	1%	29%	-2%[12.7 µM]	-4%	-8%	-12%
CC(C)NC(=O)N1CCOCCOCCN(C(=O)NC(C)C)CCOCCOCC1	-10%	-10%	0	-13%	37%	-30%[12.7 µM]	-30%	i	-2%
COc1ccc(C(=O)C2CCN(S(=O)(=O)c3ccc4c(c3)OCCO4)CC2)cc1	10%	1%	2	0%	28%	-35%[12.7 µM]	1%	2%	1%
NC(N)=NC(=O)c1nc(Cl)c(N2CCCCCC2)nc1N	-3%	-11%	1&0	-12%	-18%	50µM*!	?	-9%	?
O=C(NC(CC1CCCCC1)C(=O)O)c1ccccc1 (stereo not drawn)	-2%	-10%	0	4%	15%	13%[2.33 µM]	26%	6%	-24%
CCNC(=S)N/N=C/c1sc(N2CCCCC2)nc1-c1cccs1	?	-11%	-5	?	-4%	29%[59 µM]	-35%	-1%	-16%
O=C(O)c1cc(O)ccc1-c1ccc(O)cc1	-5%	-6%	-4	32%[activator]	32%	-10%[59 µM]	1%	-5%	7%
COc1cccc2cc(-c3nc(-c4ccccc4F)no3)c(=O)oc12	2%	-12%	1	-4%	52%[activator]	20%[59 µM]	7%	i	1%
CC(CNC(=O)C1CCCN(S(=O)(=O)N2CCOCC2)C1)c1ccccc1 (stereo not drawn)	3%	0%	-3	4%	34%	7%[0.0925 µM]	1%	6%	-11%

With a hit mark in G9a block, of those listed so far:
SMILES	Pin1 inhibitor	Pol eta inh	PI4K2A block	GLS inhibitor	HP1b binding inh	G9a block	BAZ2B block	PGK inhibitor	JMJD2A Tudor
COc1ccc(-n2c(CNC(=O)c3cccs3)n[nH]c2=S)cc1	3%	-3%	1	-9%	5%	20µM*	-4%	i	22µM*
NC(N)=NC(=O)c1nc(Cl)c(N2CCCCCC2)nc1N	-3%	-11%	1&0	-12%	-18%	50µM*!	?	-9%	?

Later entries:
SMILES	Pin1 inhibitor	Pol eta inh	PI4K2A block	GLS inhibitor	HP1b binding inh	G9a block	BAZ2B block	PGK inhibitor	JMJD2A Tudor
CC(NS(=O)(=O)c1ccc2c(c1)CCN2C(=O)CCCC(=O)O)c1ccccc1 (stereo not drawn)	-2%	-6%	-1	0%	39%[activator]	-2%[59 µM]	/	i	4%
Cc1ccc(C2Nc3ccccc3-n3c(-c4ccccc4)c4c(=O)n(C)c(=O)n(C)c4c32)cc1 (stereo not drawn)	4%	-18%	2	-18%	24%	?	-21%	-10%	-27%
Cc1ccc([N+](=O)[O-])cc1Nc1nc(N2CCCC2)nc(N2CCCC2)n1	6%	-21%	0	-13%	-9%	0%[0.501 µM]	6%	6%	?
CCCCn1nc2cc(C(=O)NCc3ccc(OC)cc3)ccc2c1OCC	3%	-9%	3	-10%	41%[activator]	?	8%[57.1 µM]	-6%	-5%
COc1ccc(CCN2CC(C(=O)OCC(=O)c3c(N)n(CC(C)C)c(=O)n(C)c3=O)CC2=O)cc1OC (stereo not drawn)	/	-4%	0	-2%	/	/	/	4%	/
CCCCCCC1CCC(C(=O)NC(CCSC)C(=O)NC(C(=O)OC)C(C)C)CC1 (stereo not drawn)	-1%	-2%	-2	0%	26%	25%[59 µM]	9%	-2%	-2%
Cc1ccccc1-n1nc2c(c1NC(=O)CC(C)C)CS(=O)C2 (stereo not drawn)	-11%	-6%	-2	?	39%[activator]	-34%[59 µM]	-4%	-3%	5%
Cc1sc2ncn(CC(=O)Nc3cccc(S(N)(=O)=O)c3)c(=O)c2c1-c1ccccc1	1%	-5%	-5	2%	53%[activator]	?	-38%	-5%	-32%
COc1cc2c(cc1OC)-c1cc(N3CCc4ccccc43)nc(=O)n1CC2	6%	-12%	-4	-14%	30%	?	0%	-13%	-7%
COc1ccc(NC(=O)CN(C)C(=O)CN2C(=O)NC3(CCCC3)C2=O)cc1	4%	0%	1	1%	34%	-6%	-1%	-6%	-2%
COc1cccc(NC(=S)N(Cc2ccc(C(=O)O)cc2)Cc2ccc(OC)c(OC)c2)c1	1%	-8%	-5	12%	28%	?	5%	4%	-15%
COc1ccc(C(=O)c2ccccc2)cc1	1%	-15%	4	9%	59%[activator]	33%[activator]	-9%	5%	17%
O=C(CC1SC(=NCCc2ccccc2)N(/N=C/c2cccs2)C1=O)Nc1ccc(Cl)cc1 (stereo not drawn)	12%	-9%	-2	-2%	6%	25%[59 µM]	-31%	i	-19%
Cc1n[nH]c(=O)c2c(NC(=O)CSc3c(Cl)cccc3Cl)oc(C)c12	-20%	-10%	-2	-2%	20%	13µM*	11%	5%	-11%
C=C(C)C1CC=C(C)/C(=N/NC(=O)CCC(=O)Nc2ccccc2Cl)C1 (stereo not drawn)	1%	3%	-1	4%	23%	1%	4%	-2%	-7%
O=C(CSc1c(F)c(F)cc(F)c1F)Nc1ccc(C2SCCS2)cc1	10%	-8%	-9	8%	34%	26%	2%	8%	-8%
CN(CCNC(=O)C1CC(=O)N(C2CCCC2)C1)Cc1ccccc1 (stereo not drawn)	0%	-2%	-5	-1%	102%[activator]	/	/	i	-12%
Cc1cccc(NC(=O)c2sc3nc(N)c(C#N)cc3c2N)c1	2%	-10%	2	17%	12%	10µM*	-10%	-1%	35µM*
C=CCNC(=O)/C(C#N)=C/c1c(N2CC(C)OC(C)C2)nc2ccccn2c1=O (stereo not drawn)	-5%	-21%	-3	-17%	16%	12%[59 µM]	5%	5%	5%
CCN(CC)c1ccc(NC(=S)NC(=O)c2cccs2)cc1	?	-14%	-1	18%	?	/	10µM*	0%	18µM*
COc1ccc(C(=O)NCCCN(C)CCCNC(=O)c2ccc(OC)cc2)cc1	0%	7%	0	3%	22%	15%	2%	2%	-6%
COc1ccccc1NCc1nnc(SCC(=O)N/N=C/c2ccco2)n1-c1ccc(Cl)cc1Cl	7%	-12%	-3	1%	-5%	-13%	?	-9%	?
O=C1NCCC/C1=N/Nc1ccc(F)cc1	1%	-7%	2	-6%	52%[activator]	?	-25%	-2%	-16%
O=[N+]([O-])c1ccc(C2=Nn3cnnc3SC2)cc1	4%	-4%	9	-1%	29%	/	-4%	-1%	-18%
COc1cccc(C(=O)O/N=C(\N)c2ccncc2)c1	-9%	-4%	-10	-5%	32%	/	6%	-9%	1%
COC(=O)c1cc(NC(=O)CC2C(=O)NCCN2C(=O)c2ccccc2)cc(C(=O)OC)c1 (stereo not drawn)	0%	-10%	1	7%	10%	6%[12.7 µM]	2%	-9%	-13%
N#Cc1ccccc1NC(=O)CNc1ccc(Cl)c(C(F)(F)F)c1	-1%	-17%	-2	1%	38%	?	1%	-8%	-2%
O=C(NCc1ccco1)c1ccc2c(c1)C(=O)c1ccccc1-2	?	2%	2	-4%	24%	?	-30%	-1%	-27%
COc1cc(-c2noc(C)c2C(=O)NCCCn2ccnc2)cc(OC)c1OC	-3%	-18%	0	8%	27%	/	/	-5%	-15%

Only part of the results is shown; the hit share may differ from the screen's.
